# Screening results from PubChem.
# ELG1 genotox – qHTS screen for small molecules that induce genotoxicity in human embryonic kidney (HEK293T) cells expressing luciferase-tagged ELG1 | HEK293T ELG1-luciferase reporter, luminescence, 16 h | Potency, µM (top dose mostly 46 µM), inactives show at the top dose activity change, positive = activation, most hits filed as activators | 330,000 tested, 1.3% active | AID 504466, 2011; note: potency is the fitted concentration of half-maximal effect; % of control where 0% means no effect; nearly all actives have a fitted effect of over 60% in size
#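 HEK293T cells expressing luciferase-tagged ELG1 were treated with compound or DMSO for 16 hr at 37°C. Luciferase activity was then read after 30 min with ONE-Glo at room temperature; rising signal flags genetic stress.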
# B2AR arrestin – qHTS assay of beta-arrestin-biased ligands of beta2-adrenergic receptor; AID 492947, 2010; beta-arrestin recruitment to beta2AR, cell-based reporter; Beta-2 adrenergic receptor (Homo sapiens), P07550; Potency, µM (series often up to 46.1 µM), for inactives: at the highest dose activation, usual class: activators; 330,000 tested, 0.02% active;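 note: potency is the fitted concentration of half-maximal effect; 0% = DMSO controls and full agonism = EC100 isoproterenol or metaproterenol; nearly all actives have a fitted effect of over 65% in size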
# Target sequence (P07550 whole entry, looked up): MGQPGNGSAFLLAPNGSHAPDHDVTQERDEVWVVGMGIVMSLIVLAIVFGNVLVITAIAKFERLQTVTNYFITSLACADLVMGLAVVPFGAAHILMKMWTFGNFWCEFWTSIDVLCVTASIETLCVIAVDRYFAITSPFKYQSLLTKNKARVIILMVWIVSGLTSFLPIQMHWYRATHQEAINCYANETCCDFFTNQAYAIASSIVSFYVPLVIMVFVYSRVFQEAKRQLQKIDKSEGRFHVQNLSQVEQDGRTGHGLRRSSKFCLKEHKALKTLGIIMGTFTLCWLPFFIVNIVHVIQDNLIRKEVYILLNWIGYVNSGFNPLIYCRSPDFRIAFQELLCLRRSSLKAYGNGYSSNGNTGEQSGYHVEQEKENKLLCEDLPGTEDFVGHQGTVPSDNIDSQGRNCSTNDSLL
# Eya2 inh – qHTS Assay for Inhibitors of the Phosphatase Activity of Eya2; Protein phosphatase EYA2 (Homo sapiens), O00167; 330,000 tested, 0.006% active; Potency, µM (series often up to 76.9 µM), for the others: at the top dose activity, negative = inhibition, usual class: inhibitors; recombinant Eya2, OMFP fluorescence dephosphorylation (OMFP is methylfluorescein phosphate); AID 488837, 2010; note: potency is the fitted concentration of half-maximal effect; % is set by controls: 0 for no effect and ±100 for the full control effect
# Target sequence (O00167 whole entry, looked up): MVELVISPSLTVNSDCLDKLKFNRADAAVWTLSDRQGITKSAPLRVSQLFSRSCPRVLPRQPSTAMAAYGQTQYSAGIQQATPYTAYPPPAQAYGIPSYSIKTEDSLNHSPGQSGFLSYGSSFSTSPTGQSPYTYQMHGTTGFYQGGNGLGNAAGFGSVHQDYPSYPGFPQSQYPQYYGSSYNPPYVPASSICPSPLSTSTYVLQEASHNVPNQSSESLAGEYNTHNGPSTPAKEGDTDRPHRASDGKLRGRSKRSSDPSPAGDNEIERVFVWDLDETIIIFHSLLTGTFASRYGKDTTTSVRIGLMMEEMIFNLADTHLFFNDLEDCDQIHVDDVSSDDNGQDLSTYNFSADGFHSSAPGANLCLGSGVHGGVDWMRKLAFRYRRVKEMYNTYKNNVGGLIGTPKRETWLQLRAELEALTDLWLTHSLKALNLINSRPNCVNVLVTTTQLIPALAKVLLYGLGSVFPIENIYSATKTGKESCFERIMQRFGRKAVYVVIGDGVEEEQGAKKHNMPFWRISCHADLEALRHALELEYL
#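 Eya2 protein (added as 0.2 uM solution) was preincubated with compound for 10 min at ambient temperature in 50 mM HEPES pH 7.5, 50 mM NaCl, 5 uM MgCl2, 0.05% BSA, 1 mM DTT. OMFP (added at 50 uM) then reacted 10 min; fluorescence read at 485/525 nm.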
# USP2a inh – qHTS Assay for Inhibitors of Ubiquitin-specific Protease USP2a Using CHOP2 as the Reporter | USP2 core, Ub-CHOP2 coupled fluorogenic reporter, 485/531 | 330,000 tested, 0.01% active | Ubiquitin carboxyl-terminal hydrolase 2 (Homo sapiens), O75604 | Potency, µM (series often up to 38.3 µM), inactives show top-dose activity change, negative = inhibition, actives largely listed as inhibitors;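 note: potency is the fitted concentration of half-maximal effect; plate controls were DMSO wells for no effect and full inhibition by NEM control for full effect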
#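 USP2 core (10nM final) preincubated 30min RT with compound in 20mM Tris-HCl pH 8.0, 2mM CaCl2, 2mM beta-mercaptoethanol, 0.05% CHAPS; 25nM Ub-CHOP2 plus 25nM reporter substrate added, fluorescence (Ex485/Em531) read after 60min.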
# S-ASM inh – Inhibitors of Secretory Acid Sphingomyelinase (S-ASM): qHTS; Sphingomyelin phosphodiesterase (Homo sapiens), P17405; Potency, µM (doses to about 57.5 µM), for inactives: at the top dose activity change, negative = inhibition, hits mostly inhibitors; placental ASM, HMU-PC fluorogenic substrate, 60 min; 340,000 tested, 0.006% active; note: potency is the fitted concentration of half-maximal effect
#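 Fluorescence read-out (Ex 386 nm, Em 447 nm) after stopping the reaction at pH 10. Enzyme: ASM from human placenta; substrate HMU-PC0, 9 uM final; 60 min, 37 °C. Compound preincubation 10 min, ambient temperature.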
# uPA surface inh – qHTS for Inhibitors of Cell Surface uPA Generation. AID 540303, 2011. Potency, µM (highest dose often 38.3 µM), inactives show top-dose activity change, negative = inhibition, actives largely listed as inhibitors. cell surface uPA generation assay, qHTS. 330,000 tested, 0.31% active; active = well fitted inhibition curve with a large enough effect; inconclusive = small, poorly fitted or top-dose-only effect; inactive = no such curve, though single readings can be large or run the other way; tested in mouse RAW 264.7 cells; note: potency is the fitted concentration of half-maximal effect; % is set by controls: 0 for no effect and ±100 for the full control effect; nearly all actives have a fitted effect of over 55% in size
# PTAP TSG101 blk – qHTS Assay for Iinhibitors of HIV-1 Budding by Blocking the Interaction of PTAP/TSG101; Potency, µM (top dose mostly 115 µM), for inactives: top-dose activity change, negative = inhibition, actives largely listed as inhibitors; 340,000 tested, under 10 active; Fluorescence polarization, FITC-PTAP peptide / Tsg101 binding; Tumor susceptibility gene 101 protein (Homo sapiens), Q99816; active = well fitted inhibition curve with a large enough effect in the main read-out, with a control signal flat, not every such curve was filed as active; inconclusive = small, poorly fitted or top-dose-only effect, or effect the other way, or a change in a side signal; inactive = no such curve, though single readings can be large or run the other way; note: potency is the fitted concentration of half-maximal effect; % of control where 0% means no effect
#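 Fluorescence anisotropy tracks displacement of a FITC-tagged PTAP peptide (50 nM) from the Tsg101 binding domain (10 uM), following a 20 min room-temperature incubation at pH 7.5.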
# BRCA1 expr up – qHTS Assay to Identify Small Molecule Activators of BRCA1 Expression | MCF7-BRCA1-FFLuc reporter, luminescence, 48 h; response scale: scaled: vehicle 0%, 10 µM genistein 100% | Potency, µM (series often up to 46.1 µM), inactives show at the highest dose activation, usual class: activators | 380,000 tested, 1.1% active | AID 624202, 2012; note: potency is the fitted concentration of half-maximal effect; nearly all actives have a fitted effect of over 80% in size; some results filed as inactive show a strong effect at the top dose
#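 Cells: MCF7-BRCA1-FFLuc, 2000/well. Exposure: 48 h, 37 °C, 5% CO2. Read: luminescence, 15 min post-substrate. Controls: genistein 10 microM (maximal activation), DMSO (neutral).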
# p53 reactivator – qHTS assay for re-activators of p53 using a Luc reporter. H1299 p53-A138V BP100-luciferase reporter, luminescence, 24 h. Potency, µM (titrated, usually from 92.2 µM), inactives show top-dose activity change, positive = activation, most hits filed as activators. 320,000 tested, 0.063% active; note: potency is the fitted concentration of half-maximal effect; % of control where 0% means no effect; nearly all actives have a fitted effect of over 45% in size
#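 H1299 (p53-null), stable ts p53-A138V + BP100-Luc; 1000 cells/well, Opti-MEM/10% FBS; cpd 4 pt, 1:5; 24 h, 37 deg C, 5% CO2; detection reagent 10 min RT; luminescence.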
# a7 integrin act – qHTS for Activators of Integrin-Mediated Alleviation for Muscular Dystrophy. 350,000 tested, 0.064% active. Potency, µM (highest dose often 38.3 µM), for inactives: at the top dose activation, most hits filed as activators. AID 624291, 2012. alpha7betagal myoblasts, beta-gal FDG fluorescence, 48 h;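 note: potency is the fitted concentration of half-maximal effect; 100% = response of the positive control SU9516; nearly all actives have a fitted effect of over 60% in size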
#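 Alpha7betagal+/- myoblasts (passage 13) were plated 16-24 hr, then exposed to compounds (1:260 dilution of DMSO stock) for 48 hours at 37C. After MPER lysis, β-galactosidase reporter activity was read as FDG fluorescence (ex 480/em 540) after 30 minutes.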
# TRPV1 agonist – HTS Assay for Compounds that Act as Agonists of the Vanilloid Receptor 1; 320,000 tested, 0.19% active; Transient receptor potential cation channel subfamily V member 1 (Homo sapiens), Q8NER1; activation, % at 8.33 µM; TRPV1-expressing cells, Fluo-8 calcium influx, agonist mode; AID 540275, 2011; in the data active = activation above about 80%; inconclusive = between about 30% and that limit; note: 0% is about no effect
#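 TRPV1-expressing cells were cultured overnight at 35.5C and loaded with Fluo-8 calcium dye for 40 to 90 min at room temperature. After a 10 s baseline, compound was added and calcium influx was read kinetically for 3 min (ex 480/em 520 nm).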
# Numbers without * were called inactive; ? = inconclusive; . = no result given; [ ] = dose if it differs, or a comment. Unless noted, calls come from the whole dose curve; as a rule, active = well fitted curve in the direction sought with a large enough effect; inconclusive = small, poorly fitted or top-dose-only effect, or another doubt; inactive = no such curve, though single readings can be large; an effect the other way counts as inactive or inconclusive.
# Every second line gives: ELG1 genotox	B2AR arrestin	Eya2 inh	USP2a inh	S-ASM inh	uPA surface inh	PTAP TSG101 blk	BRCA1 expr up	p53 reactivator	a7 integrin act	TRPV1 agonist
- Cc1c(C(=O)N(Cc2nccn2C)C(C)C)oc2c(F)cccc12
  0%	0.5%	5%	1%	1%	3%	-3%	9%	-7%	-31%	4
- CCN(CC)C(=O)CSc1nnc([C@@H](N)Cc2ccccc2)o1
  -6%	0.4%	-1%	-2%	8%	-1%	-3%	-2%	-7%	25%	5
- CCCOC1CCCN(C(=O)CCCn2nnnc2CN2CCOCC2)C1 (configuration not stated)
  1%	-0.9%	-21%	0%	-2%	2%	3%	7%	-9%	-20%	-5
- CN(C(=O)c1cccc(NC(=O)Cc2ccc([N+](=O)[O-])cc2)c1)C1CC1
  0%	-1.9%	4%	3%	1%	4%	0%	-48%	4%	14%	.
- COC(=O)c1ccc(CSc2ccc3nnc(-c4ccccn4)n3n2)o1
  1%	0.2%	-1%	0%	3%	2%	-3%	3%	-1%	-12%	-4
- Cc1ccccc1-n1c(SCC(=O)NCc2cccs2)nc2ccccc2c1=O
  0%	-0.3%	2%	3%	-1%	0%	0%	-51%	-17%	-3%	13
- N/C(=N\OC(=O)c1ccc(Br)cc1)c1ccncc1
  ?	-0.9%	-7%	1%	0%	0%	1%	4µM*	8%	?	?
- COc1cccc(NC(=O)N2CCCC2C(=O)NC2CCCC2)c1 (configuration not stated)
  5%	-1.0%	-5%	1%	7%	3%	-1%	-2%	0%	7%	-3
- Cc1ccc(S(=O)(=O)c2cn(C)c3cc(N4CCN(C)CC4)c(F)cc3c2=O)cc1
  0%	0.1%	4%	1%	-3%	1%	-10%	-1%	8%	12%	2
- CCOC(=O)C(C#N)=C1CCN(Cc2ccccc2)CC1
  -4%	-0.8%	7%	-1%	6%	8%	-2%	-5%	-3%	6%	3
- O=C1NC(Nc2nccs2)(C(F)(F)F)C(=O)N1CCc1ccccc1 (configuration not stated)
  -4%	-0.2%	-2%	5%	-11%	5%	-7%	-11%	-24%	-5%	1
- CCOn1c(=O)c(-c2cccc3ccccc23)[n+]([O-])c2ccccc21
  -3%	-0.9%	-1%	9%	-4%	4%	0%	-3%	0%	3%	0
- O=S(=O)(c1ccc(OCC(O)CN2CCN(c3ccccc3Cl)CC2)cc1)N1CCOCC1 (configuration not stated)
  -12%	-0.1%	12%[15.4 µM]	1%	7%	-5%	-5%	-33%	2%	-35%	-5
- Cc1cccc(CCNS(=O)(=O)c2ccc3c(c2)n(C)c(=O)c(=O)n3C)c1
  3%	2.3%	-30%	1%	-1%	-10%	-1%	-5%	-3%	0%	3
- CC(=O)Nc1ccc(Br)c2ccccc12
  -7%	-0.1%	-6%	1%	3%	0%	-4%	2%	3%	10%	0
- Cc1cc(OCc2nn[nH]n2)c2c(C)c(CC(=O)O)c(=O)oc2c1
  0%	0.0%	-9%	-1%	1%	10%	-13%	68%	5%	9%	.
- CCN1CCN(C(=O)c2ccccc2NC(=O)c2ccc(Cl)cc2)CC1
  0%	0.0%	-4%	0%	-1%	-7%	-2%	-14%	23%	-22%	2
- Cc1nn(-c2ccccc2)c(C)c1CN(C)C(=O)c1ccc(S(=O)(=O)NCc2ccco2)cc1
  1%	0.0%	-7%	-9%	7%	-22%	-5%	-3%	-4%	-17%	-4
- CCN(CC)c1ccc(/C=C/c2nc3ccccc3s2)cc1
  0.46µM*	-0.3%	20%	0%	.	.	.	.	0%	.	.
- NC(=O)CC[C@H](NC(=O)[C@H](Cc1ccccc1)n1c(=O)[nH]c2ccccc2c1=O)C(=O)N1CCC[C@H]1C(=O)O
  -2%	-0.6%	?	-3%	17%	-4%	-1%	0%	14%	8%	-1
- C/C=C(\C)CN1CCCC(CO)(Cc2ccccc2)C1 (configuration not stated)
  -7%	0.2%	1%	1%	-1%	2%	-3%	0%	2%	17%	4
- Cc1ccc2nc(SCC(=O)Nc3ccc(F)cc3F)[nH]c2c1
  0%	-0.3%	-2%	1%	0%	3%	-6%	12%	3%	25%	28
- N/C(=N\OC(=O)c1ccco1)c1cccc(Br)c1
  8.2µM*	-0.2%	6%	-1%	1%	.	-2%	-32%	23%	25%	1
- CN(CC(=O)Nc1ccc(Cl)cc1)C(=O)CNC(=O)Cc1cccc2ccccc12
  0%	-0.5%	3%	-1%	0%	-22%	-3%	-14%	-5%	-8%	2
- NC(=O)c1ccc(N=Cc2ccc([N+](=O)[O-])s2)cc1
  -18%	?	-11%	3%	5%	18%	-1%	-96%	-25%	-68%[inhibitor]	0
- CCCC(=O)NCCc1nc2ccccc2n1C
  2%	-0.3%	9%	2%	-1%	0%	-3%	2%	3%	-11%	0
- CCOC(=O)C1(C(=O)OCC)NC(=O)CC1CC(C)C (configuration not stated)
  .	.	.	.	7%	-2%	-1%	-6%	.	-20%	.
- O=[N+]([O-])c1ncn(Cc2c(Cl)cccc2Cl)n1
  -4%	0.0%	-3%	2%	3%	?	-5%	-33%	-6%	-30%	-7
- CCCCCCc1nc2c(=O)[nH]c3ccccc3c2o1
  6%	0.0%	6%	0%	5%	6%	1%	-3%	-1%	12%	1
- O=C(CCc1nc2ccccc2c(=O)[nH]1)OCc1ccc(-c2ccccc2)cc1
  6%	-5.2%	2%	2%	-1%	0%	0%	5%	-4%	-4%	0
- CS(=O)(=O)NCCSCc1c(Cl)cccc1Cl
  2%	-0.1%	6%	3%	-1%	.	-4%	2%	-8%	-7%	0
- COCCNC(=O)CN(C(=O)CCC(=O)Nc1ccccn1)c1ccc(OC)cc1
  -2%	-0.9%	17%	0%	6%	1%	-1%	-22%	42%	-13%	10
- OCC1(Cc2ccccc2)CCN(Cc2cnc(-c3ccc(Cl)cc3)nc2)CC1
  -1%	-1.1%	-10%	-4%	-1%	-3%	-2%	-2%	10%	-30%	7
- O=C(c1cc(N2CCOCC2)c(F)cc1[N+](=O)[O-])N1CCOCC1
  2%	0.3%	-14%	-2%	-7%	2%	-3%	-29%	.	2%	5
- O=C(CN1CCN(Cc2ccccc2Cl)C1=O)NCc1ccco1
  0%	-0.1%	8%	-1%	2%	-1%	-3%	0%	-12%	1%	-9
- Cc1nnc(SCC(=O)N/N=C/c2cn(-c3ccccc3)nc2-c2ccccc2)n1-c1ccccc1
  0%	-0.5%	3%	-4%	-21%	-4%	-6%	-62%	2%	0%	-1
- Cc1cc(C(=O)CSCCCn2c(=O)[nH]c3ccccc32)c(C)n1C
  -1%	-0.2%	7%	-1%	-3%	-2%	-9%	-5%	-6%	0%	0
- COC(=O)c1ccc(-c2c(-c3ccccc3)ncc3cc(OC)c(OC)cc23)cc1
  -7%	0.1%	0%	0%	-20%	-6%	-7%	28%	-10%	10%	15
- CNC(=O)COc1ccccc1C(=O)Nc1ccc2c(c1)oc1ccccc12
  1%	0.0%	-1%	-2%	4%	3%	-5%	7%	-9%	6%	7
- CC1=NN(CCC#N)C(=O)/C1=C/c1ccc(N(C)C)cc1
  5%	-0.2%	-11%	2%	-5%	-3%	4%	-10%	0%	1%	1
- CCCS(=O)(=O)c1nc(S(=O)(=O)c2ccc(C)cc2)c(N2CCN(CC)CC2)s1
  -6%	0.5%	-5%	2%	-4%	-6%	0%	-28%	17%	0%	0
- CCOc1ccc(C(=O)Nc2cccc(-c3cc4ccccc4oc3=O)c2)cc1[N+](=O)[O-]
  -3%	-0.7%	-3%	-1%	-14%	-9%	-6%	-41%	14%	-4%	-3
